# GluA2 TARP mod: modulators of GluA2-stargazin AMPA receptor complexes, primary screen, cell-based, membrane potential dye; HEK293 GluA2+stargazin, membrane potential dye (FDSS), glutamate EC50; hits were called plate by plate, in both directions; calls only at 30 µM; 40,000 compounds, 3.5% hits; AID 1259245, 2017;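 active = any of four per-well response measures lying three or more SD from its plate-wide compound average, in either direction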
# Target sequence (O88602 whole entry, looked up): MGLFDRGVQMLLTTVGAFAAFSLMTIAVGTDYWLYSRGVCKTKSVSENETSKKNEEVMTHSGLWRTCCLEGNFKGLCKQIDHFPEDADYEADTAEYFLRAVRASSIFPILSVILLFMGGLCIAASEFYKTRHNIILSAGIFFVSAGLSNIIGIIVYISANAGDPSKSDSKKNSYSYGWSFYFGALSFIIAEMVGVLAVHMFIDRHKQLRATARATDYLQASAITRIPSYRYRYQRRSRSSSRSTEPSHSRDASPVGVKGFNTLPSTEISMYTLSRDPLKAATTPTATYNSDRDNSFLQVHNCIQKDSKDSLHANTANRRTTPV
# Target sequence (P19491 whole entry, looked up): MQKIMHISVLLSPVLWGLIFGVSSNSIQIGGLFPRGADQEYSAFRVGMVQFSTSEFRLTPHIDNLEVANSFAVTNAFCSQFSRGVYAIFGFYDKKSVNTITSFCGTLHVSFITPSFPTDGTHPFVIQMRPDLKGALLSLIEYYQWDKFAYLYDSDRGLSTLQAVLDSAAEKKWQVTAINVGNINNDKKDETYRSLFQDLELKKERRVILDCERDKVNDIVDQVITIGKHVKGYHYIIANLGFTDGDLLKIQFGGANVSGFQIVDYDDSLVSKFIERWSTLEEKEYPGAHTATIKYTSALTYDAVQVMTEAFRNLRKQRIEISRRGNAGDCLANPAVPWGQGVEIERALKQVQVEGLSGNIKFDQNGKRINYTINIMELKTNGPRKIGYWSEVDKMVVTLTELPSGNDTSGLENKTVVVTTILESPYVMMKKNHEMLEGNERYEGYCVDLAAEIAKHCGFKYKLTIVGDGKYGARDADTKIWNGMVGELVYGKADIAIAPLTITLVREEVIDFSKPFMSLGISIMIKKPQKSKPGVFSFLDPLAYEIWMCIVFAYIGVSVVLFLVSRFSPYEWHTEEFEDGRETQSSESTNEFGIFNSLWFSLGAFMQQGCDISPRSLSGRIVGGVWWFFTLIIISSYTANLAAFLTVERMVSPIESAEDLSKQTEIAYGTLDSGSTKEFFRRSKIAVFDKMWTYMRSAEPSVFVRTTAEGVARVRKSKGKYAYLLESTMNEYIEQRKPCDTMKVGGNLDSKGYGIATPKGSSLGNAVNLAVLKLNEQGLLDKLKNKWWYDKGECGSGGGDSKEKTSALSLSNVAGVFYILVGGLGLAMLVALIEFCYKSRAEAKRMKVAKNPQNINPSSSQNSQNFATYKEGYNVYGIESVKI
# GluA2 TARP mod agonism max-min: further read-out of GluA2 TARP mod, marked with its call; compound max-min signal; compound-alone response (agonism);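 unitless range of fluorescence divided by baseline over first 100 seconds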
# GluA2 TARP mod glutamate slope: also measured in GluA2 TARP mod; calls as there; glutamate slope, % of max; measured here: glutamate response slope, % max;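 scaled per plate between vehicle wells and maximal 1 mM glutamate control wells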
# * marks the source's active call; other numbers are inactive results; i = inactive; + = active, no number. Only part of the results is shown. The share of hits here may be higher or lower than overall.
SMILES,GluA2 TARP mod,GluA2 TARP mod agonism max-min,GluA2 TARP mod glutamate slope
COc1ccc2nc(-c3ccc(NS(=O)(=O)c4cc(C)ccc4OC)cc3)cn2n1,i,0.111,56.5
COc1cccc(N2CC(c3nc4ccccc4n3CC(O)COc3ccccc3)CC2=O)c1 (stereo not given),i,0.122,64.0
O=C(NCCc1cccs1)C1CN(c2nc3c(C(F)(F)F)cccc3s2)C1,i,0.0883,62.1
OC(COc1ccccc1)Cn1c(COc2ccccc2)nc2ccccc21 (stereo not given),i,0.126,55.6
O=C(O)c1cccnc1SC1CC(=O)N(c2cccc(Br)c2)C1=O (stereo not given),i,0.0813,58.0
CSc1ncccc1C(=O)N1CCC(CNC(=O)C2CC(=O)N(c3ccc(C)c(C)c3)C2)CC1 (stereo not given),i,0.07,43.7
Cn1nc2c(c1NC(=O)C1CCCN1S(=O)(=O)c1ccc(F)cc1)CCC2 (stereo not given),i,0.0841,55.3
O=C1c2ccccc2C(=O)N1CCS(=O)(=O)N1CCN(Cc2ccccc2)CC1,i,0.0802,49.3
Cc1noc(C)c1CCC(=O)NC1CCCCC1N1C(=O)CSC1=O (stereo not given),i,0.0672,66.3
COC(=O)Cn1c(=O)c2c(nc3n(-c4cc(OC)ccc4OC)c(C)c(C)n23)n(C)c1=O,i,0.0743,52.5
COc1ccc(C(=O)Nc2nnc(-c3ccc(OC)c(OC)c3)o2)cc1OC,+,0.164*,60.6*
CCCCOc1ccc(C(=O)N2CCN(c3cc(OC)nc(OC)n3)CC2)cc1,i,0.0776,53.1
COc1cccc(-n2nnc3c(N4CCN(C(=O)c5ccccc5SC)CC4)ncnc32)c1,i,0.0708,44.5
O=C(NCCS(=O)(=O)NCCCc1ccccc1)c1ccccc1,i,0.116,60.6
CCCc1nnsc1C(=O)NCC1CCN(C(=O)Nc2ccc(F)cc2)CC1,i,0.0672,45.5
COc1ccc(S(=O)(=O)N2CCCCC2CC(=O)NCc2cccc(OC)c2)cc1 (stereo not given),i,0.0314,63.9
CCOc1ccc(C(C)C)cc1S(=O)(=O)N1CCCCCC1,i,0.104,54.6
O=c1n(Cc2cccc(Cl)c2)nc2ccc(S(=O)(=O)N3CCCCC3)cn12,i,0.0922,54.7
COc1ccc(S(=O)(=O)NCC(c2ccsc2)N2CCCCCC2)cc1Cl (stereo not given),i,0.0369,37.9
CC(C)N(Cc1ccccc1)S(=O)(=O)c1cc2c3c(c1)CCN3C(=O)CC2,i,0.0726,50.8
Cc1ccc(-n2nnc(C(=O)Nc3ccc(-n4nncc4C)cc3)c2C)cc1,i,0.0574,60.9
O=C(Cc1ccc(F)cc1)NNC(=O)c1ccc(=O)n(Cc2ccccc2)c1,i,0.066,52.6
CCCNC(=O)Cn1c(=S)[nH]c2cc(C(=O)OC)ccc2c1=O,i,0.0642,70.0
O=c1cc(-c2ccc3c(c2)OCCO3)oc2ccc(F)cc12,i,0.119,37.6
CC(C)S(=O)(=O)c1ccc(C(=O)Nc2ccc(-c3nc4ccccc4s3)cc2)cc1,i,0.104,58.8
COC1CCN(C(=O)c2ccc(Cn3ccnc3)cc2)CC1,i,0.113,55.5
O=C(Cn1cnc(-c2cccs2)cc1=O)Nc1cccnc1,i,0.0851,51.0
Cc1ccc(C2CC(c3cccs3)=NN2C(=O)CSc2nnc(-c3ccncc3)o2)cc1 (stereo not given),i,0.0352,38.5
O=C(Nc1cccc([N+](=O)[O-])c1)C(=O)NC(c1ccccc1)c1ccccc1,i,0.123,67.1
CN1CCN(CC(O)COc2ccc(C(C)(C)CC(C)(C)C)cc2)CC1 (stereo not given),i,0.0712,43.0
O=C(CSc1ccc(NC(=O)c2ccco2)nn1)NCc1ccc(F)cc1,i,0.0868,46.4
CCN1CCN(S(=O)(=O)CCNC(=O)Cc2ccc(OC)cc2)CC1,i,0.0556,47.2
CCCCCNC(=O)C(=O)c1cn(CC(=O)N2CCOCC2)c2ccccc12,i,0.0928,62.3
COc1ccc2nc(N(CCN3CCOCC3)C(=O)CSc3ccc(C)cc3)sc2c1,i,0.029,50.5
COCCNC(=O)C(=O)Nc1c2c(nn1-c1ccc(C)cc1C)CSC2,i,0.0404,54.6
CC(C)NC(=O)c1cnn2c(C(F)F)cc(-c3ccccc3)nc12,i,0.0608,60.7
CCn1c(=O)c(C(=O)NCc2ccccc2)cc2cccnc21,i,0.132,90.7
Cc1ccc(N2CCn3c2nc2c3c(=O)n(CC(=O)C(C)(C)C)c(=O)n2C)cc1Cl,i,0.0512,23.3
C=CCOCC(O)CN1CCN(c2cc(Cl)ccc2C)CC1 (stereo not given),i,0.0533,68.5
Cc1ccc(NC(=O)Cn2nc(-c3cccc(Br)c3)ccc2=O)c(C)c1,i,0.101,48.1
CCOC(=O)N1CCN(CC(O)COc2c(F)cc(Br)cc2F)CC1 (stereo not given),i,0.0232,47.2
O=C(CSc1ccc(F)cc1)N(Cc1ccco1)c1nc2ccccc2s1,i,0.0622,60.0
CSc1nc2c(-c3ccc(C)cc3)csc2c(=O)[nH]1,i,0.0831,53.2
CN1CCOc2ccc(NS(=O)(=O)C3CCCCC3)cc2C1=O,i,0.0508,54.9
COc1cccc(NC(=O)C(C)Sc2nnnn2-c2ccc(C(C)C)cc2)c1 (stereo not given),i,0.0765,56.4
O=S(=O)(c1ccc(Cl)cc1)c1nc(-c2cccs2)oc1NCc1cccnc1,i,0.113,49.4
COc1ccc(C(=O)N2CCC(c3nnc(-c4ccco4)o3)CC2)cc1,i,0.108,62.0
COc1ccc(/C=C/c2nc3ccccc3s2)cc1S(=O)(=O)N1CCCCC1,+,0.239*,82.1*
COc1ccc(NC(=O)Cn2cc(OC)c(=O)cc2CSc2nccc(C)n2)cc1OC,i,0.0479,45.9
Cc1cnc2c(c1SCC(=O)c1ccccc1)c(=O)n(C)c(=O)n2C,i,0.0592,39.9

# Further entries follow:
SMILES,GluA2 TARP mod,GluA2 TARP mod agonism max-min,GluA2 TARP mod glutamate slope
CCS(=O)(=O)N1CCCc2cc(NS(=O)(=O)c3cc(OC)ccc3OC)ccc21,i,0.0882,54.3
CCc1cccc(C)c1NC(=O)Cn1nc(-c2ccco2)c2sc(N3CCCCC3)nc2c1=O,i,0.0689,59.5
O=C(CN1C(=O)c2ccccc2C1=O)NCC1(c2ccccc2)CCCC1,i,0.0504,31.7
CCc1ccc(Oc2cc(N3CCC(C(=O)NCc4ccccc4C(F)(F)F)CC3)ncn2)cc1,i,0.0794,39.5
O=S(=O)(c1ccc(OC(F)(F)F)cc1)N(CCc1ccccc1)Cc1ccccn1,i,0.157,58.9
Cn1nc(CNC(=O)c2ccc(F)cc2Cl)c2ccccc2c1=O,i,0.187,59.0
COc1ccc(Br)c(C(=O)NCCC(O)c2cccs2)c1 (stereo not given),i,0.0346,58.2
O=C(NCCNc1cc(-n2cccn2)ncn1)Nc1ccccc1Cl,i,0.0982,60.2
COc1cccc(CNC(=O)C(=O)NCC2CCN(C(=O)NC(C)(C)C)CC2)c1,i,0.108,60.3
CCOc1ccccc1NC(=O)NCC1CCN(c2ccccn2)CC1,i,0.091,57.9
CCOCCn1c(=O)c2c(nc3n(-c4cc(C)ccc4C)c(C)cn23)n(C)c1=O,i,0.0893,59.0
CCOc1ccc(CC(=O)NCC(O)(c2cccs2)C2CC2)cc1 (stereo not given),i,0.104,47.5
O=C(Cc1ccc2c(c1)OCO2)N1CCCCC1,i,0.0524,59.6
CCOCCn1c(=O)c2c(nc3n(-c4ccccc4CC)c(C)c(C)n23)n(C)c1=O,i,0.0353,35.3
CCCN1C(=O)CCc2cc(NC(=O)Cc3ccc(OC)c(OC)c3)ccc21,i,0.0548,51.9
CS(=O)(=O)N1CCN=C1SCc1ccc(C(F)(F)F)cc1,i,0.128,55.4
NC(=O)c1cccc(NC(=O)C2COc3ccccc3O2)c1 (stereo not given),i,0.115,41.0
O=C(/C=C/c1ccc2c(c1)OCO2)NC1CCCCC1N1C(=O)CSC1=O (stereo not given),i,0.0544,64.9
COc1cccc(C(CNC(=O)C(=O)Nc2cc(C)on2)N2CCOCC2)c1 (stereo not given),i,0.0394,51.8
CCOC(=O)CCn1c(=O)c2c(nc3n(-c4cc(C)ccc4OC)c(C)cn23)n(C)c1=O,i,0.0583,52.5
CCOc1ccccc1NC(=O)c1nnn(-c2ccccc2)c1-c1ccco1,i,0.113,62.5
Cc1cccc(-c2c(NC(=O)c3ccco3)sc3ccccc3c2=O)c1,i,0.122,52.4
CSc1ccc(C2NC(=O)Nc3c2c(=O)n(C)c(=O)n3C)cc1 (stereo not given),i,0.0817,55.8
CCN(C(=O)C1CN(C(C)=O)C1)c1cccc(C)c1,i,0.0672,46.9
C#CCOCC(O)CN1CCN(c2ccccc2OC)CC1 (stereo not given),i,0.0866,64.9
COc1ccc(-n2ccnc(SCC(=O)Nc3ccc(C(C)C)cc3)c2=O)cc1,i,0.0926,47.5
COc1ccc(-c2nnc(SCC(=O)Nc3ccc(C)cc3)n2N)cc1OC,i,0.058,58.6
Cc1ccc(C)c(N2CCN(C(=O)C3CCCN(c4ccc(-n5ccnc5)nn4)C3)CC2)c1 (stereo not given),i,0.09,57.9
Cc1cc(C)n(-c2cc(NCCNS(=O)(=O)c3ccc(F)cc3)ncn2)n1,i,0.116,61.2
COc1ccc(S(=O)(=O)CC(=O)N(CCCN(C)C)c2nc3c(Cl)cccc3s2)cc1,i,0.0628,62.0
O=C(NCCc1ccsc1)Nc1cccs1,i,0.0541,31.5
CCOC(=O)c1ccc(S(=O)(=O)N2CCN(c3ccc4nnc(CC)n4n3)CC2)cc1,i,0.0787,41.9
N#C/C(=C\N1CCC(C(N)=O)CC1)C(=O)NCCc1ccccc1,i,0.118,73.1
O=C(Cc1cccc2ccccc12)Nc1ccc(N2CCOCC2)cc1,i,0.0787,-9.3
COc1ccc(C(=O)N2CCC3(CC2)C(=O)N(C)C(=O)N3C)cc1OC,i,0.107,48.6
COc1ccccc1OCC(=O)Nc1sc(SC)nc1-c1ccccc1,i,0.0492,52.2
CS(=O)(=O)N1CCC(C(=O)Nc2ccc(CC(=O)NC3CC3)cc2)CC1,i,0.0781,45.3
CN(C)C(CNC(=O)C(=O)Nc1ccc2c(c1)OCO2)c1ccc(F)cc1 (stereo not given),i,0.0288,54.5
COC(=O)c1ccc(NC(=O)Cc2csc(-n3cccc3)n2)cc1,i,0.154,51.0
Cc1ccc(NC(=O)c2ccc(Cl)c([N+](=O)[O-])c2)cc1N1CCCCC1=O,i,0.064,48.0

# Overlap with the part before: 6 compounds, then new ones.
SMILES,GluA2 TARP mod,GluA2 TARP mod agonism max-min,GluA2 TARP mod glutamate slope
COc1ccc(C(=O)N2CCC3(CC2)C(=O)N(C)C(=O)N3C)cc1OC,i,0.107,48.6
COc1ccccc1OCC(=O)Nc1sc(SC)nc1-c1ccccc1,i,0.0492,52.2
CS(=O)(=O)N1CCC(C(=O)Nc2ccc(CC(=O)NC3CC3)cc2)CC1,i,0.0781,45.3
CN(C)C(CNC(=O)C(=O)Nc1ccc2c(c1)OCO2)c1ccc(F)cc1 (stereo not given),i,0.0288,54.5
COC(=O)c1ccc(NC(=O)Cc2csc(-n3cccc3)n2)cc1,i,0.154,51.0
Cc1ccc(NC(=O)c2ccc(Cl)c([N+](=O)[O-])c2)cc1N1CCCCC1=O,i,0.064,48.0
CC(C)S(=O)(=O)c1ccc(C(=O)Nc2nc(-c3ccc(Cl)s3)cs2)cc1,i,0.0805,61.7
COc1ccc(S(=O)(=O)N2CCN(c3ccc(Nc4ccncc4)nn3)CC2)cc1,+,0.433*,32.9*
Cc1noc(C2CN(S(=O)(=O)c3cccc(Cl)c3C)C2)n1,+,0.196*,45.1*
O=C(c1ccc(S(=O)(=O)N2CCc3ccccc3C2)cc1)N(Cc1ccccc1)Cc1ccccc1,i,0.0546,65.3
CC(=O)N1CCN(C(=O)C(=O)NCC(O)c2ccc(C(F)(F)F)cc2)CC1 (stereo not given),i,0.0982,39.5
NS(=O)(=O)c1ccc(NC(=O)c2ccc(=O)n(Cc3c(F)cccc3Cl)c2)cc1,i,0.0825,52.4
COc1ccc(COCC(O)CN2CCCCC2)cc1OC (stereo not given),i,0.0501,46.8
COc1cccc(C(CNC(=O)C(=O)Nc2cccc(NC(C)=O)c2)N2CCOCC2)c1 (stereo not given),i,0.0435,61.5
CSc1ncccc1C(=O)N1CCC(CNC(=O)C(=O)NCCC2=CCCCC2)CC1,i,0.0851,62.2
Cc1ccc(C(CNC(=O)C2(c3ccccc3)CCOCC2)N2CCOCC2)cc1 (stereo not given),i,0.0691,58.8

# Gathered by group: the entries above containing an NH in an aromatic ring
SMILES,GluA2 TARP mod,GluA2 TARP mod agonism max-min,GluA2 TARP mod glutamate slope
CCCNC(=O)Cn1c(=S)[nH]c2cc(C(=O)OC)ccc2c1=O,i,0.0642,70.0
CSc1nc2c(-c3ccc(C)cc3)csc2c(=O)[nH]1,i,0.0831,53.2

# More records follow.
SMILES,GluA2 TARP mod,GluA2 TARP mod agonism max-min,GluA2 TARP mod glutamate slope
COCCCn1c(O)c(C=Nc2ccc(C(C)=O)cc2)c(C)c(C#N)c1=O,i,0.151,53.5
O=C(c1ccc2c(c1)OCO2)N1CCC(c2nnc(C3CC3)o2)CC1,i,0.13,61.2
CCOc1ccc(-c2nc(COC(=O)c3nnn(-c4ccc(F)cc4)c3C)c(C)o2)cc1OC,i,0.0242,66.6
CCOc1ccccc1NC(=O)Cn1nc(-c2cc(C)c(C)cc2C)ccc1=O,i,0.0944,97.5
CCOc1ccc(S(=O)(=O)NCCn2nc(-c3ccccc3)ccc2=O)cc1,i,0.0625,5.2
Cc1nc(SCc2nc(-c3cccc(Cl)c3)no2)[nH]c(=O)c1CCO,i,0.109,48.4

# Single entries from above.
# `CCOc1ccc(-c2nc(COC(=O)c3nnn(-c4ccc(F)cc4)c3C)c(C)o2)cc1OC` @ GluA2 TARP mod glutamate slope: 66.6
# `Cc1nc(SCc2nc(-c3cccc(Cl)c3)no2)[nH]c(=O)c1CCO` @ GluA2 TARP mod agonism max-min: 0.109
# `O=C(c1ccc2c(c1)OCO2)N1CCC(c2nnc(C3CC3)o2)CC1` @ GluA2 TARP mod agonism max-min: 0.13
# `CCOc1ccc(S(=O)(=O)NCCn2nc(-c3ccccc3)ccc2=O)cc1` @ GluA2 TARP mod glutamate slope: 5.2
